# Screens deposited in PubChem by National Center for Advancing Translational Sciences (NCATS).
# BAZ2B block – inhibitors of human BAZ2B bromodomain | AID 504333 | Potency, µM (titrated, usually from 114 µM), for the others: top-dose activity change, negative = inhibition, hits mostly inhibitors | 360,000 compounds, 4.4% hits | AlphaScreen BAZ2B-H3K14Ac peptide displacement; further: on the % scale 0 is the no-effect control and ±100 the full control effect; nearly all actives have a fitted effect of over 60% in size
#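 AlphaScreen luminescence quantifies BAZ2B engagement of H3K14Ac peptide; the protein and biotinylated peptide are both at 50 nM final, buffer PBS pH 7.4 with 0.01% Tween-20, all steps at room temperature.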
# HP1b chromo inh – blocks HP1-beta chromodomain binding to methylated histone tails | P83916 | 390,000 compounds, 0.56% hits | Potency, µM (titrated, usually from 114 µM), for inactives: top-dose activity change, negative = inhibition, most hits filed as inhibitors | AlphaScreen HP1-beta / biotin-H3K9me3 peptide binding | AID 540317; further: nearly all actives have a fitted effect of over 70% in size; inactives centre near 23
#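 Compound inhibition of the preformed complex between 50 nM HP1-beta and 50 nM biotinylated H3K9me3 peptide was read by AlphaScreen. Buffer was PBS pH 7.4 with 0.01% Tween-20. Incubations ran 30 min at room temperature, with 10 ug/mL donor/acceptor beads.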
# G9a block – blocks human histone lysine methyltransferase G9a. G9a H3K9 monomethylation, AlphaScreen, 2 h. 350,000 compounds, 8.8% hits. Q96KQ7. Potency, µM (series often up to 102 µM), without a hit: at the highest dose activity, negative = inhibition, usual class: inhibitors; further: on the % scale 0 is the no-effect control and ±100 the full control effect; nearly all actives have a fitted effect of over 75% in size
#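 Enzyme 20 nM + cpd, 15 min RT; add b-H3K9 pep 500 nM / SAM 20 uM; 2 h RT; anti-H3K9me1 Ab 0.5 ug/mL + SA donor / anti-rabbit acceptor beads 20 ug/mL each, 10 min; AlphaScreen read.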
# Pin1 inh – blocks the human prolyl isomerase Pin1; Pin1 FP peptide displacement, HiFluor488, 10 min; Potency, µM (series often up to 115 µM), inactives show top-dose activity, negative = inhibition, actives largely listed as inhibitors; 390,000 compounds, 0.009% hits; Q13526; active means well fitted inhibition curve with a large enough effect in the polarisation, with a control signal flat, not every such curve was filed as active; inconclusive means small, poorly fitted or top-dose-only effect, or effect the other way, or a change in a side signal; inactive means no such curve, though single readings can be large or run the other way; the % refers to the polarisation; further: on the % scale 0 is the no-effect control and ±100 the full control effect
# JMJD2A Tudor – JMJD2A Tudor domain (human) inhibition. O75164. AlphaScreen JMJD2A-Tudor / H3K4me3 peptide binding. Potency, µM (titrated, usually from 114 µM), for inactives: at the highest dose activity change, negative = inhibition, hits mostly inhibitors. 390,000 compounds, 4.4% hits. AID 504339; further: on the % scale 0 is the no-effect control and ±100 the full control effect; nearly all actives have a fitted effect of over 50% in size
# GLS inhibitor – blocks human kidney-isoform glutaminase activity; AID 624170; Potency, µM (doses to about 45.5 µM), inactives show at the highest dose activity change, negative = inhibition, actives largely listed as inhibitors; O94925; GLS enzymatic activity, qHTS titration; 410,000 compounds, 0.21% hits; further: on the % scale 0 is the no-effect control and ±100 the full control effect
#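 hKGA in 45 mM KH2PO4 (pH 8.2), 0.02% Tween-20 with compound, then 1mM L-Glutamine (stock as added) plus glutamate oxidase/HRP/Amplex red coupling mix. Fluorescence read initially and after 30 min at RT; signal change reflects glutamate formation.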
# BLM helicase inh – inhibitors of human Bloom syndrome helicase BLM; P54132; recombinant BLM DNA unwinding, fluorescence dequenching; Potency, µM (doses to about 56.1 µM), inactives show at the top dose activity change, negative = inhibition, actives largely listed as inhibitors; 350,000 compounds, 0.2% hits;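 further: plate controls were vehicle for no effect and no enzyme for full effect; nearly all actives have a fitted effect of over 35% in size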
# Target sequence (P54132 whole entry, looked up): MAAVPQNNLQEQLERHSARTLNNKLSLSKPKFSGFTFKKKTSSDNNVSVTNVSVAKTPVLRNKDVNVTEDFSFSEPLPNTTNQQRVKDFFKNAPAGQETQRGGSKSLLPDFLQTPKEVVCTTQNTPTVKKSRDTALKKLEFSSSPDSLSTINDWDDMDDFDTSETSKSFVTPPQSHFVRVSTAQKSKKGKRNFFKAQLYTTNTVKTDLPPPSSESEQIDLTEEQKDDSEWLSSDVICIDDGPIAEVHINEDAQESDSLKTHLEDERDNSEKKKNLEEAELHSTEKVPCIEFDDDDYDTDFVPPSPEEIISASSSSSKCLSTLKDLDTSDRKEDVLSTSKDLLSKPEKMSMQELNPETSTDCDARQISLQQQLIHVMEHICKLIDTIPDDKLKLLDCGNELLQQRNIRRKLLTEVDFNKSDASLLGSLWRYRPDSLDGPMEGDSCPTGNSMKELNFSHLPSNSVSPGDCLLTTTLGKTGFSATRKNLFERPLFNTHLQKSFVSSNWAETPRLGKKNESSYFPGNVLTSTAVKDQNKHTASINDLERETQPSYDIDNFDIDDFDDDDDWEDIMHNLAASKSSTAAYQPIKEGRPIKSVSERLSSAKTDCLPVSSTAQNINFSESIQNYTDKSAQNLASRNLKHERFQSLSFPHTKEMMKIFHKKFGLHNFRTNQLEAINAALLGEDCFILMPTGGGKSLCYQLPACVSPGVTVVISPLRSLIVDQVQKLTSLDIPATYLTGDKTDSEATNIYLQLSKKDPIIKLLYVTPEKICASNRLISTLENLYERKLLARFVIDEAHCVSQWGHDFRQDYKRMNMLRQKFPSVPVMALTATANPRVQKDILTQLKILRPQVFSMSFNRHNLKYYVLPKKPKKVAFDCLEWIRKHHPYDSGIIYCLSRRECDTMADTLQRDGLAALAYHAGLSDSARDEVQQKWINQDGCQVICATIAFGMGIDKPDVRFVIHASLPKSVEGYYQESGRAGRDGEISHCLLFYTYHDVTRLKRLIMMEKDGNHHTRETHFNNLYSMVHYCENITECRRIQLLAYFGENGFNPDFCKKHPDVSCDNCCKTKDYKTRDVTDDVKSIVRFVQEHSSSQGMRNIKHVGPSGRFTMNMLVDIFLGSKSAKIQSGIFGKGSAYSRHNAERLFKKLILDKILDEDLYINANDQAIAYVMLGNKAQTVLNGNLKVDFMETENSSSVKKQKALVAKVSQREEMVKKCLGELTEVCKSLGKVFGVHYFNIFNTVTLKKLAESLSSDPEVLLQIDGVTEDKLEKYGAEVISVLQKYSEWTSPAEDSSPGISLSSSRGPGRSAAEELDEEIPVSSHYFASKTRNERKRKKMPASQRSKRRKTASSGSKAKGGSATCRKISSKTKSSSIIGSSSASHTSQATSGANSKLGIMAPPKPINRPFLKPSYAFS
# POLI inh – blocks human DNA polymerase iota activity. Pol iota fluorescent replication assay, 10 min. AID 588590. Q9UNA4. Potency, µM (doses to about 115 µM), for inactives: at the top dose activity, negative = inhibition, most hits filed as inhibitors. 390,000 compounds, 1% hits
#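 Pol iota at 10 nM preincubated 15 min with compounds at room temperature; reaction started with fluorescent substrate, 50 nM final. Fluorescence read kinetically at 0 and 10 min; buffer-only wells as negative control.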
# PGK inhibitor – inhibitors of T. brucei phosphoglycerate kinase; PGK/GAPDH coupled, Kinase-Glo luminescence, 60 min; Potency, µM (top dose mostly 57.5 µM), for the others: at the highest dose activity change, negative = inhibition, actives largely listed as inhibitors; 380,000 compounds, 0.043% hits; AID 602233; further: on the % scale 0 is the no-effect control and ±100 the full control effect; nearly all actives have a fitted effect of over 60% in size
#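 Recombinant glycosomal PGK reaction used 1,3-bisphosphoglycerate generated in-well by GAPDH (100nM final) in 100mM TEA pH 7.6, 5mM MgCl2, 0.01% Tween-20. After 60 minutes at room temperature, ATP was read by Kinase-Glo Plus luminescence end-point.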
# Active calls of the source: *; i = inactive; ? = inconclusive; nt = no result given; [ ] = remark or other dose. Unless noted, the call rests on the fitted dose curve; in most records, active means well fitted curve in the direction sought with a large enough effect; inconclusive means small, poorly fitted or top-dose-only effect, or another doubt; inactive means no such curve, though single readings can be large; an effect the other way counts as inactive or inconclusive. Potency means the concentration at half of the fitted maximal effect. This is a subset; the hit share may differ from the screen's.
entry	structure	BAZ2B block	HP1b chromo inh	G9a block	Pin1 inh	JMJD2A Tudor	GLS inhibitor	BLM helicase inh	POLI inh	PGK inhibitor
1	CCOc1cccc2cc(-c3nc4sc(C(=O)Nc5ccc(C)cc5)c(C)c4c(=O)[nH]3)c(=O)oc12	4.6%	29.8%	5.1%[59 µM]	9.6%	-0.3%	-0.7%	-2.6%	12.1%	-1.4%
2	CCn1c(CNc2ccc(OC)cc2)nnc1SCC(=O)N1CCCc2ccccc21	?	7.4%	?	-9.8%	?	-4.0%	-7.5%	17.8%	-0.1%
3	COc1ccc(C(=O)NCc2nnc(SC)n2C2CCCCC2)cc1	-5.1%	18.5%	1.7%[59 µM]	1.0%	-21.4%	-8.5%	4.3%	?	-1.0%
4	CC(C)OC(=O)[C@H]1[C@H](c2ccc(Cl)cc2)[C@@](C#N)(C(N)=O)[C@@H]2C=CC(C(N)=O)=CN21	-27.2%	12.5%	-8.2%[59 µM]	?	-27.6%	-0.5%	-6.6%	14.6%	-1.1%
5	O=C(/C=C/c1ccccc1)CC(O)(c1ccccc1)C(F)(F)C(F)F (stereo not given)	7.8%	35.3%	?	9.4%	10.5%	2.8%	-22.5%	?	nt
6	O=C1c2ccccc2C(=O)N1c1ncccn1	-21.4%	42.1%[activator]	?	2.2%	-9.6%	-0.3%	-1.2%	-3.2%	i
7	CSc1ccc(CNC(=O)c2cc3c(=O)n(Cc4ccco4)ccc3nc2C)cc1	2.8%	120.5%[activator]	-9.4%[59 µM]	17.7%	-14.0%	5.9%	0.6%	?	i
8	O=C(CN(Cc1ccccc1)C(=O)CCC(=O)Nc1nccs1)NCc1ccco1	-3.2%	15.6%	7.3%[59 µM]	0.6%	-6.6%	0.5%	-4.3%	-4.5%	i
9	Fc1cccc(Cc2noc(CN3CCCCC3c3ccccn3)n2)c1 (stereo not given)	4.1%	1.6%	nt	-0.4%	-28.2%	16.2%	-7.9%	146.7%[activator]	-0.3%
10	O=C(NCc1ccccc1)C1=C[C@H](C2CC2)C[C@H](OCCCCO)O1	-7.8%	40.5%[activator]	-1.1%[12.7 µM]	-4.4%	-4.1%	1.0%	-2.2%	1.6%	-2.3%
11	O=C(Cn1[nH]c(=O)c2ccccc2c1=O)Nc1cccnc1	-14.6%	27.6%	77.4%[activator]	-1.8%	1.8%	0.2%	-9.3%	79.2%[activator]	-1.4%
12	Nc1nc(-c2ccc3c(c2)OCCO3)c(CC(=O)O)s1	-30.9%	19.3%	nt	8.3%	-19.3%	-32.0%	-1.9%	83.5%[activator]	-2.4%
13	O=C(Cc1cccs1)NCc1ccc(Cl)cc1	-2.2%	16.4%	5.8%	8.3%	-3.5%	-3.7%	-11.0%	11.4%	-10.4%
14	COC(=O)Cn1c(CN2CCc3ccccc3C2)nc2c1c(=O)n(C)c(=O)n2C	12.4%	54.7%[activator]	50.1µM*	-8.4%	-14.6%	-17.2%	-4.9%	39.5%	-6.7%
15	Fc1cccc(Cc2noc(CN3CCC(c4ccncc4)CC3)n2)c1	4.2%	19.3%	nt	-4.4%	-22.1%	0.1%	-1.0%	0.8%	-2.8%
16	CCOC(=O)c1ccc(NC(=S)N(CCCN2CCCCCC2)Cc2ccco2)cc1	-38.7%	13.5%	?	9.7%	?	-17.2%	4.8%	160.8%[activator]	-3.5%
17	Cc1cccc(COc2ccccc2C(=O)N(C)CC(=O)Nc2cccc(F)c2)c1	2.5%	42.2%	3.3%[59 µM]	7.5%	-0.3%	-1.2%	nt	13.7%	1.9%
18	CC(=O)OC(C(=O)Nc1nccs1)c1ccccc1 (stereo not given)	-0.8%	38.1%	-8.5%	2.4%	-6.8%	-1.8%	-4.7%	27.6%	i
19	CC1(C)CC(NC(=O)Cc2ccccc2)CC(C)(C)N1	-5.6%	38.6%	-7.9%[0.501 µM]	0.2%	-10.7%	1.9%	4.1%	10.9%	-2.8%
20	Cc1nn(-c2ccccc2)c(C)c1-c1ccccc1O	-15.6%	19.5%	2.7%	-0.2%	-15.1%	22.8%	-7.5%	-21.4%	-3.3%
21	COc1ccc(C(CC(=O)O)NC(=O)C(c2ccccc2)c2ccccc2)cc1 (stereo not given)	0.0%	8.7%	-7.2%	-6.2%	-9.4%	-4.5%	0.2%	87.8%[activator]	-7.9%
22	CC(=O)c1ccc(NC(=O)CN2CCC(C(=O)c3ccc(F)cc3)CC2)cc1	-26.1%	27.6%	18.6%	-1.6%	2.1%	-9.1%	-1.8%	91.4%[activator]	-4.6%
23	COc1ccc(-c2cc(C(F)(F)F)nc(SCC(=O)N3CCCCC3C)n2)cc1OC (stereo not given)	0.9%	38.3%	-0.6%[59 µM]	-1.3%	4.1%	-4.3%	-3.1%	-3.3%	8.8%
24	CNC(=O)c1nn(-c2ccc(Cl)cc2)ccc1=O	-1.8%	35.2%	13.5%[59 µM]	1.3%	-7.4%	0.5%	0.5%	17.6%	-18.5%
25	CCc1nn(CCCC(=O)N2CCN(c3cccc(OC)c3)CC2)c(=O)c2cc3occc3n12	11.3%	26.2%	10.0%[59 µM]	-1.3%	-9.4%	1.7%	-2.4%	7.0%	5.4%
26	C/C(N)=C(/C#N)C(=O)COC(=O)CNC(=O)c1ccc(Cl)cc1Cl	-8.1%	44.4%	12.4%	-8.0%	-3.6%	-5.1%	0.0%	103.7%[activator]	4.0%
27	O=C(Nn1cnnc1)C(c1ccccc1)c1ccccc1	-0.2%	1.2%	5.3%[2.33 µM]	-7.4%	-13.0%[11.4 µM]	-7.4%	-1.3%	16.0%	-2.4%

# Compounds above with fluorine:
entry	structure	BAZ2B block	HP1b chromo inh	G9a block	Pin1 inh	JMJD2A Tudor	GLS inhibitor	BLM helicase inh	POLI inh	PGK inhibitor
5	O=C(/C=C/c1ccccc1)CC(O)(c1ccccc1)C(F)(F)C(F)F (stereo not given)	7.8%	35.3%	?	9.4%	10.5%	2.8%	-22.5%	?	nt
9	Fc1cccc(Cc2noc(CN3CCCCC3c3ccccn3)n2)c1 (stereo not given)	4.1%	1.6%	nt	-0.4%	-28.2%	16.2%	-7.9%	146.7%[activator]	-0.3%
15	Fc1cccc(Cc2noc(CN3CCC(c4ccncc4)CC3)n2)c1	4.2%	19.3%	nt	-4.4%	-22.1%	0.1%	-1.0%	0.8%	-2.8%
17	Cc1cccc(COc2ccccc2C(=O)N(C)CC(=O)Nc2cccc(F)c2)c1	2.5%	42.2%	3.3%[59 µM]	7.5%	-0.3%	-1.2%	nt	13.7%	1.9%
22	CC(=O)c1ccc(NC(=O)CN2CCC(C(=O)c3ccc(F)cc3)CC2)cc1	-26.1%	27.6%	18.6%	-1.6%	2.1%	-9.1%	-1.8%	91.4%[activator]	-4.6%
23	COc1ccc(-c2cc(C(F)(F)F)nc(SCC(=O)N3CCCCC3C)n2)cc1OC (stereo not given)	0.9%	38.3%	-0.6%[59 µM]	-1.3%	4.1%	-4.3%	-3.1%	-3.3%	8.8%
